FLuc inhib CS: counter-screen for luciferase assay inhibitors: firefly luciferase inhibition | P08659 | ATPLite firefly luciferase biochemical luminescence, 10 min | inhibition, % at 10 µM | 200,000 tested, 1.5% active | AID 1006;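 active = inhibition above about 50% when tested at 10 µM, limit read from the data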
Target sequence (P08659 whole entry, looked up): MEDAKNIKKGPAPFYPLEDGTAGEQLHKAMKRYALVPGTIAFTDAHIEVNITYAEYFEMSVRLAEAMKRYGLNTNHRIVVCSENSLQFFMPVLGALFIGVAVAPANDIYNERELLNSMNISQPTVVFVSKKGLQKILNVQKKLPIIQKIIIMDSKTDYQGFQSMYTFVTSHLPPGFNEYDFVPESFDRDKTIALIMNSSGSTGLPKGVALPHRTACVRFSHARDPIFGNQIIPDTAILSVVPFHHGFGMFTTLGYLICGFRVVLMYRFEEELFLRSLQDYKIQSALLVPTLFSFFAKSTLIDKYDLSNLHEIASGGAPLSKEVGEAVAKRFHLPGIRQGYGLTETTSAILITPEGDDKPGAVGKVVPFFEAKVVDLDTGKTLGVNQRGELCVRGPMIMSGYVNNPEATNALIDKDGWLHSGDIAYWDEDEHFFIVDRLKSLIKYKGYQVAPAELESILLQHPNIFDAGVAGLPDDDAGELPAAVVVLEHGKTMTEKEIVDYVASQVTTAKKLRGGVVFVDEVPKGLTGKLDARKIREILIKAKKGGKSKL
G6PDH counter: counter-screen for G6PDH assay hits: L. mesenteroides G6PDH inhibition | Purified L. mesenteroides G6PDH, diaphorase/resazurin coupled fluorescence, 45 min | inhibition, % at 5 µM | 200,000 tested, 0.12% active | AID 1020; in the data active = inhibition above about 50%
STAT1 activator: increases IFN-gamma driven STAT1 reporter signal. NIH 3T3 STAT1-luciferase reporter, luminescence; 100% = IFN-gamma alone, no compound. activation (% of control), % at 5.5 µM. 200,000 tested, 2.6% active;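 active = activation above the screen-wide mean activation plus 3 SD, cut at about 130% in these data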;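 note: raw ratio to IFN-gamma control signal so 100% means no change and 0% no light; values of inactives mirror those of a sister screen read the other way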
APP 5UTR inh: APP translation inhibition | SH-SY5Y APP 5'UTR-luciferase reporter, luminescence | inhibition, % at 2 µM | 190,000 tested, 0.82% active;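 active = inhibition above a set limit, derived from the sample mean plus 3 SD, cut at about 45% in these data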; note: values of inactives mirror those of a sister screen read the other way
HMGR II inh: inhibitors of class II HMG-CoA reductase from Enterococcus faecalis. purified E. faecalis HMGR, NADPH absorbance 340 nm kinetic. inhibition, % at 10 µM. 190,000 tested, 0.41% active;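 active = inhibition above a set limit, the median over all tested compounds plus 3 SD, cut at about 9.5% in these data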;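 note: enzyme runs in reverse so mevalonate oxidation gives rising NADPH absorbance; 0% = complete reaction with DMSO and 100% = background rate lacking mevalonate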
DTT redox prof: compounds producing H2O2 with reducing agent – biochemical, NIH compound library profiling, artefact control for MLSCN library redox annotation, primary screen. DTT-dependent redox cycling H2O2, phenol red/HRP absorbance; 100% = 100 µM peroxide control, 0% = buffer. 200,000 tested, 0.03% active. activation, % at 10 µM. AID 878;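 active = activation of at least 50% relative to the plate's high and low controls in the primary single-dose screen; inactive = activation below 50%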;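 note: compound incubated with DTT at 0.8 mM final as the reducing agent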
Hsp70 act: Hsp70 transcriptional activation, primary screen; activation, % at 10 µM; 200,000 tested, 0.04% active; HeLa Hsp70 promoter luciferase reporter, luminescence; scaled: vehicle 0, proteasome-inhibitor control 100%;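 active = activation above the mean across all tested compounds plus 3 SD, cutoff set per campaign, cut at about 5.5% in these data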;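 note: 100% = MG132 at 30 µM as the positive control and 0% = DMSO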
FLuc stim CS: firefly luciferase counter-screen for stimulation assays | ATPlite luciferase biochemical, luminescence, 10 min; 0 = ATP-free wells, 1 = DMSO control | activation factor at 10 µM | P08659 | 200,000 tested, under 10 active;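 active = luciferase activation factor, scaled between plate controls, of at least 2 with compound at 10 µM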
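Material: Luciferase/luciferin reagent mix; Doses: test compounds dosed from 2 mM stocks in 100% DMSO; Schedule: 10 min incubation after luciferase reagent addition, room temperature; Measured by: luminescence from luciferase reaction; Read-out: luminescence gain marking luciferase activators.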
APP 5'UTR act: APP 5'UTR luciferase reporter activation; activation, % at 2 µM; SH-SY5Y APP 5'UTR luciferase reporter, luminescence; zero percent = DMSO vehicle wells; 190,000 tested, 1% active;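 active = activation above a set limit, based on mean plus 3 SD of controls, cut at about 140% in these data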; note: values of inactives mirror those of a sister screen read the other way
NF-kB neuron act: raises NF-kB expression in human neuronal cells; NF-kB reporter expression; active compounds read high; fold change at 12.5 µM; 190,000 tested, 1.6% active; in the data active = fold change above about 3.3
* marks the source's active call; other numbers are inactive results; & = joins results of further samples. Compounds as they come; 5.3% or so of the library scored in one or more.

Structure | FLuc stim CS | STAT1 activator | HMGR II inh | G6PDH counter | NF-kB neuron act | DTT redox prof | Hsp70 act | FLuc inhib CS | APP 5'UTR act | APP 5UTR inh
CC(NC(=O)CNC(=S)N(Cc1cccs1)C1CCCC1)c1ccccc1 (centres undefined) | 1 | 96 | -3 | 11 | 0.99 | -0.2 | -0.1 | -3 | 25 | -25
O=C(COC(=O)C1CC(=O)N(c2ccc3c(c2)OCCO3)C1)Nc1ccc2c(c1)CCC2 (centres undefined) | 1 | 104 | 2 | -2 | 0.89 | -0.2 | 0.5 | -2 | 7 | -6
C/C(CCc1ccccc1)=N\NC(=O)C(=O)Nc1cccc(Cl)c1 | 1 | 95 | 2 | 1 | 1 | -0.2 | 0.1 | -2 | -8 | 8
O=C(COC(=O)Cc1cccc2ccccc12)Nc1ccccc1-c1ccccc1 | 1 | 94 | -9 | -22 | 1.1 | 0.5 | -0.1 | -3 | 7 | -7
Cc1ccc(OCC(=O)NNC(=O)CSc2ncc(C#N)c(N)n2)cc1 | 1 | 95 | -5 | 7 | 0.88 | 0.4 | -0.3 | -3 | 12 | -12
O=C(CN1CC(=O)Oc2ccccc21)OCC(=O)c1cccc(Br)c1 | 1 | 91 | 0 | 30 | 1.4 | 2.2 | -0.1 | -1 | 33 | -33
COc1ccc(CCN(C)C(=O)/C=C/c2c(Cl)nc3ccccn23)cc1OC | 1 | 110 | -4 | 10 | 0.95 | -2.1 | -0.4 | 3 | 8 | -8
CCOc1ccc(NC(=O)N(CCN2CCOCC2)Cc2ccc3c(c2)CCCN3CC)cc1 | 1.1 | 100 | 2 | 6 | 1.6 | -0.9 | -0.6 | -8 | -2 | 2
COCCn1nnnc1C(c1cccs1)N1CCN(c2ccccc2)CC1 (centres undefined) | 1 | 102 | -1 | 10 | 1.2 | 0.0 | 0.0 | -3 | -2 | 2
COc1cc(CC(=O)OCC(=O)Nc2cc([N+](=O)[O-])ccc2Cl)cc(OC)c1OC | 1 | 95 | -6 | 0 | 1.1 | 0.3 | -0.3 | -2 | 22 | -22
Cc1nnc(Nc2ccc(C(=O)NCCO)cc2)c2ccccc12 | 1 | 108 | 0 | 12 | 1.1 | 0.6 | 0.0 | 0 | 21 | -21
CCOC(=O)Nc1sc2nc(C)cc(C)c2c1-n1cccc1 | 1 | 99 | -1 | 14 | 0.68 | -11 | -0.3 | -2 | 6 | -6
Cc1ccc(-n2cc(CN(C)Cc3nccn3C)c(-c3cccc(C)c3)n2)cc1 | 1 | 98 | 0 | 10 | 0.77 | -0.1 | -0.1 | -4 | -5 | 5
Cc1ccccc1CNC(=O)/C=C\C(=O)O | 1 | 88 | -3 | 0 | 1.2 | -0.8 | -0.2 | -2 | 1 | -1
CCOC(=O)C1(C)NC(c2ccc(OC)cc2OC)C2C(=O)N(c3cccc(OC)c3)C(=O)C21 (centres undefined) | 1 | 102 | 2 | 14 | 0.99 | 1.8 | -0.3 | -4 | -15 | 15
COc1ccc(C)cc1S(=O)(=O)Nc1ccccc1C | 1.1 | 98 | -6 | -8 | 1.1 | 2.2 | -0.3 | -9 | 8 | -8
CC1COC(C)(CC(=O)NN2C(=O)c3ccccc3C2=O)O1 (centres undefined) | 1 | 96 | 4 | 8 | 1.5 | -0.5 | -0.4 | -2 | -16 | 16
Cc1nc(SCC(=O)N2CC(C)OC(C)C2)nc(C)c1C (centres undefined) | 1 | 93 | 1 | 6 | 1.1 | 0.6 | -0.3 | -3 | 5 | -5
CCC(=O)Nc1cccc(NC(=S)NC(=O)c2ccc(C)cc2)c1 | 0.8 | 145* | 0 | 15 | 2.6 | -0.1 | -0.2 | 23 | 107 | -107
CC(=O)N1CCN(c2ccc([N+](=O)[O-])c(-n3nc(C)cc3C)c2)CC1 | 1 | 103 | -6 | 3 | 1.2 | -0.7 | -0.1 | -3 | -8 | 8
CCN(CC)c1nc2n(c(=O)n1)CCN2CC | 1.1 | 101 | -1 | -2 | 1.1 | 3.5 | 0.1 | -6 | 14 | -14
Cc1cc(C(=O)CSc2ncccn2)c(C)n1-c1cccc(F)c1 | 0.5 | 172* | -2 | 5 | 3.3 | -0.2 | 0.1 | 54* | 162* | -162
CCCCNC(=O)C1COc2ccccc2O1 (centres undefined) | 1.1 | 112 | 4 | 21 | 1.6 | -0.7 | -0.1 | -12 | 2 | -2
CNc1ccc(Br)cc(C(=O)/C=C/c2cccc(OC)c2)c1=O | 0.9 | 99 | -4 | 24 | 1.8 | 0.8 | 0.0 | 7 | 8 | -8
Cc1ccc(Cl)c(OCC(O)CN(CCO)CCO)c1 (centres undefined) | 1 | 98 | -1 | 16 | 0.91 | -1.1 | -0.2 | 1 | 5 | -5
COC(=O)Nc1nc(-c2ccc(F)cc2)c(C)s1 | 1 | 114 | -2 | 3 | 1.7 | -0.1 | 0.1 | -1 | 20 | -20
C(=N\Nc1nc2ccccc2[nH]1)/c1c[nH]c2ccccc12 | 0.7 | 130* | -2 | -11 | 3.3 | -0.4 | 0.1 | 30 | 52 | -52
NC(=O)COC(=O)c1cc(S(=O)(=O)N2CCN(c3ccccc3)CC2)ccc1Cl | 1 | 104 | -8 | 6 | 1.1 | -2.4 | -0.3 | -4 | -15 | 15
O=C(Cc1ccc(Cl)cc1)Nc1ccc2oc(-c3ccncc3)nc2c1 | 1 | 103 | 5 | 6 | 1 | 3.7 | 0.3 | -3 | -7 | 7
COc1ccc2c(c1)OC1=C(C(=O)CCC1)C2C1=C(O)CCCC1=O (centres undefined) | 1.1 | 88 | -3 | -1 | 1.1 | 1.0 | 0.1 | -5 | 9 | -9
CCC(C)N1C(=O)CN(C2CCCCCC2)C(=O)C1c1ccccc1F (centres undefined) | 1 | 93 | -4 | 6 | 0.64 | -0.7 | -0.2 | -3 | 9 | -9
Cc1cccc2c(=O)cc(C)n(Cc3ccccc3)c12 | 1.1 | 100 | 1 | -2 | 0.93 | 0.1 | -0.5 | -8 | -2 | 2
Cc1cc(C)n(Cc2ccc(C(=O)NCCC3=CCCCC3)o2)n1 | 1.1 | 106 | 0 | 4 | 0.97 | -0.9 | 0.3 | -6 | 10 | -10
Cc1ccc(NC(=S)NC2CCN(Cc3ccccc3)CC2)c(C)c1 | 1 | 99 | -6 | 3 | 1.1 | -0.1 | -0.2 | -1 | 18 | -18
O=C(CN1C(=O)C2C3C=CC(C3)C2C1=O)N1CC(=O)N(CCc2ccccc2)C(=O)C1 (centres undefined) | 1.1 | 100 | 0 | -14 | 0.84 | -0.1 | 0.0 | -11 | 3 | -3
O=C(Nc1cccc2ncccc12)C12CC3CC(CC(C3)C1)C2 | 1 | 96 | 3 | -2 | 0.97 | 0.5 | 1.0 | -4 | 20 | -20

Just FLuc stim CS, APP 5UTR inh and FLuc inhib CS, for some of the entries so far:
SMILES,FLuc stim CS,APP 5UTR inh,FLuc inhib CS
CCOC(=O)Nc1sc2nc(C)cc(C)c2c1-n1cccc1,1,-6,-2
Cc1ccc(-n2cc(CN(C)Cc3nccn3C)c(-c3cccc(C)c3)n2)cc1,1,5,-4
Cc1ccccc1CNC(=O)/C=C\C(=O)O,1,-1,-2

The list continues.
Structure | FLuc stim CS | STAT1 activator | HMGR II inh | G6PDH counter | NF-kB neuron act | DTT redox prof | Hsp70 act | FLuc inhib CS | APP 5'UTR act | APP 5UTR inh
O=C(/C=C/c1ccc2c(c1)OCO2)N1CCN(c2ccc(Cl)cc2)CC1 | 1.1 | 87 | -1 | -14 | 1.5 | -0.2 | -0.5 | -8 | -22 | 22
CCCCN(C)C(=O)C1CCN(C/C(C)=C/c2ccccc2)CC1 | 1 | 94 | -6 | 2 | 1.2 | -1.4 | -0.3 | -5 | -16 | 16
O=C1CC(c2ccc(S(=O)(=O)N3CCCCC3)cc2)CN1 (centres undefined) | 1.1 | 108 | 0 | 1 | 1.1 | -0.1 | -0.3 | -7 | 0 | 0
NS(=O)(=O)c1ccc(NC(=S)N2CCN(Cc3ccc(Cl)c(Cl)c3)CC2)cc1 | 1.1 | 89 | -5 | 9 | 0.77 | 0.6 | -0.2 | -7 | 5 | -5
CN(C)C(=O)N1CCCC(C(=O)NCc2ccccc2Cl)C1 (centres undefined) | 1.1 | 97 | 1 | -1 | 1.4 | -1.0 | 0.2 | -8 | 10 | -10
CCNc1nc(NCc2ccccc2)nc(SCC(=O)Nc2ccccc2)n1 | 1.1 | 97 | 3 | 13 | 0.66 | 0.3 | -0.5 | -8 | -16 | 16
CN(C1CCS(=O)(=O)C1)S(=O)(=O)c1ccccc1[N+](=O)[O-] (centres undefined) | 1.1 | 99 | 3 | 10 | 0.98 | -0.2 | -0.2 | -9 | -12 | 12
COc1ccc(C2C(C(=O)c3ccc(C)o3)=C(O)C(=O)N2c2cc(C)on2)cc1OC (centres undefined) | 1.1 | 103 | -3 | 12 | 0.95 | 2.0 | -0.1 | -5 | 0 | 0
CC1=C(C(=O)Nc2ccccc2)C(c2ccc(C)o2)N2C(=O)CSC2=N1 (centres undefined) | 1.1 | 103 | -7 | 2 | 0.94 | 1.9 | 0.0 | -6 | -1 | 1
O=C(CCOc1ccccc1)Nc1cccc(S(=O)(=O)Nc2ccccc2Cl)c1 | 1 | 97 | 0 | -1 | 0.93 | 0.2 | -0.3 | -1 | 9 | -9
CC(N=c1ccccn1C(=O)Nc1ccc(F)cc1)c1ccco1 (centres undefined) | 1 | 104 | -2 | 11 | 1.1 | 0.9 | -0.3 | -3 | 0 | 0
O=C(NC1CCCC1)C(c1cccs1)N(Cc1ccco1)C(=O)Cn1nnc(-c2cccs2)n1 (centres undefined) | 1.1 | 95 | -2 | -20 | 0.4 | -0.6 | -0.4 | -7 | -8 | 8
Cc1ccc(NC(=O)c2cc(NC(=O)c3ccco3)ccc2N2CCOCC2)cc1Cl | 1.1 | 101 | 0 | -4 | 1.1 | -0.7 | 0.7 | -6 | 1 | -1
COCCNC(=O)COC(=O)c1cccnc1SC | 1.1 | 90 | -7 | 5 | 1.1 | -2.0 | 0.2 | -6 | 12 | -12
Cc1ccc(/C=C/C(=O)NCCCN2CCN(CCCNC(=O)/C=C/c3ccc(C)cc3)CC2)cc1 | 1 | 104 | 0 | -4 | 0.93 | 0.1 | -0.4 | -2 | 1 | -1
CCOc1ccc(N2C(=O)CC(N)C2=O)cc1 (centres undefined) | 1 | 96 | 5 | 8 | 1 | 1.5 | -0.3 | 3 | -3 | 3
COc1ccc(C(=O)C[n+]2cc(-c3ccc(OC)cc3)n3c2CCCC3)cc1 | 1.1&1 | 86&86 | 2&3 | 0&5 | 0.82&0.65 | -0.4&3.6 | -0.4&-0.3 | -12&-4 | 16&14 | -16&-14
CCOCCCNC(=O)c1[nH]c(C)c(C(C)=O)c1C | 1 | 103 | 1 | 21 | 1.2 | -0.2 | -0.1 | -4 | 0 | 0
COC(=O)c1ccc(CNC(=O)COC(=O)C2CCC(C(C)(C)C)CC2)cc1 (centres undefined) | 1.1 | 107 | 0 | 6 | 1.1 | 0.1 | -0.3 | -7 | -13 | 13
